High-throughput results: PubChem, National Center for Advancing Translational Sciences (NCATS)
GAA inhib – inhibitors of human lysosomal alpha-glucosidase. purified human GAA, 4-MU-alpha-glucoside fluorescence. 200,000 tested, 0.005% active. P10253. Potency, µM (series often up to 76.9 µM), for inactives: top-dose activity change, negative = inhibition, actives largely listed as inhibitors. AID 1466;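 note: plate controls were uninhibited enzyme wells for no effect and no-enzyme background for full effect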
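Human alpha-glucosidase, 4 nM, pre-mixed with test compounds before 400 uM 4-methylumbelliferyl substrate; 20 min room temperature at pH 5.0. Fluorescence read after pH 10 stop; AC50 values from Hill-equation fits.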
GAA glycogen – alters human alpha-glucosidase cleavage of glycogen; recombinant GAA, glycogen substrate, Amplex Red glucose oxidase fluorescence; P10253; 300,000 tested, 0.38% active; Potency, µM (highest dose often 76.4 µM), inactives show at the top dose activity change, negative = inhibition, usual class: inhibitors;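 note: 0% = full enzyme reaction and -100% = no-enzyme basal signal; the screen sought inhibitors and activators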
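Recombinant human enzyme (4 nM); glycogen substrate; 37 C, 40 min, pH 5.0. Readout: coupled glucose oxidase/Amplex Red fluorescence.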
aGlu spleen mod – lysosomal alpha-glucosidase (human) modulation; human spleen homogenate, 4-MU-alpha-glucoside fluorescence; P10253; Potency, µM (doses to about 79.9 µM), for inactives: at the top dose activity change, negative = inhibition, most hits filed as inhibitors; 240,000 tested, 0.006% active;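 note: 0% = enzyme with vehicle and -100% = no enzyme basal signal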
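Human spleen homogenate (1 ug) incubated with compounds and 1 mM 4-methylumbelliferyl-alpha-D-glucopyranoside in pH 5.0 citrate/phosphate buffer, 37 C, 40 min. Stopped at pH 10; 4-MU fluorescence (Ex 365/Em 440 nm); AC50 by Hill fit.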
Epigenetic reg – epigenetic control regulation, reporter derepression; murine LDR cells, GFP reporter derepression, 30 h; Potency, µM (doses to about 53.9 µM), for inactives: top-dose GFP activation, usual class: activators; 280,000 tested, 0.2% active; AID 1865; note: % of control where 0% means no effect; nearly all actives have a fitted effect of over 60% in size
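Murine LDR cells carrying a silenced, genomically integrated CMV-driven GFP reporter were exposed to compound for 30 hours at 37 C. After PBS washes, GFP-positive cells (20–120 um objects) were counted by laser-scanning microplate cytometry.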
Tau fluor counter – counter-screen for tau fibril formation inhibitors; tau K18 P301L (four-repeat tau fragment) Alexa594 fluorescence, heparin fibrillization; Potency, µM (doses to about 57.7 µM), without a hit: top-dose activity change, negative = decrease; 280,000 tested, 0.93% active; AID 1463; note: % is set by controls: 0 for no effect and ±100 for the full control effect; nearly all actives have a fitted effect of over 55% in size
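Human K18 P301L tau (15 uM unlabeled plus 0.24 uM Alexa 594-labeled, final) in 100 mM sodium acetate pH 7 was mixed with compound and 20 uM heparin and incubated 6 hr at 37 C.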
aGal spleen mod – inhibits or activates alpha-galactosidase in human spleen homogenate; P06280; human spleen homogenate, 4MU-alpha-Gal fluorescence, 40 min; Potency, µM (titrated, usually from 80 µM), for inactives: top-dose activity change, negative = inhibition, actives largely listed as inhibitors; 240,000 tested, 0.008% active;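 note: 0% = enzyme with vehicle and -100% = no enzyme basal signal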
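qHTS titration in buffer at pH 5.0. Alpha-galactosidase activity in spleen homogenate was measured via 4-methylumbelliferone release from 1 mM fluorogenic substrate after 40 min at 37C and a pH 10 stop. AC50 came from Hill fits of control-normalized data.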
NPSR antag – blocks cAMP signaling of the human neuropeptide S receptor; Q6W5P4; CHO-NPSR cells, cAMP TR-FRET, antagonist mode; Potency, µM (doses to about 38.3 µM), inactives show at the top dose activity change, negative = inhibition, most hits filed as inhibitors; 220,000 tested, 1% active; AID 1461; note: % is set by controls: 0 for no effect and ±100 for the full control effect; nearly all actives have a fitted effect of over 50% in size; many of its hits are not listed in these tables
Target sequence (Q6W5P4 whole entry, looked up): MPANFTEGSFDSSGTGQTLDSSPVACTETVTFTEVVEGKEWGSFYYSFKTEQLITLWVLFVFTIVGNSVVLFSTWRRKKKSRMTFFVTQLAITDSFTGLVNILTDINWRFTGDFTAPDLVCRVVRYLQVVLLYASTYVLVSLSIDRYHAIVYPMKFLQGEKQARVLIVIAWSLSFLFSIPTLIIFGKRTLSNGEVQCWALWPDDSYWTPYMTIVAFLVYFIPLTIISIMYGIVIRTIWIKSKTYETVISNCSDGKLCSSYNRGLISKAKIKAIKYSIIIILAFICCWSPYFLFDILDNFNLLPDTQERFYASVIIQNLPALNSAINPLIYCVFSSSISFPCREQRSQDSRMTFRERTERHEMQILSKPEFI
ALDH1A1 block – blocks purified human ALDH1A1 activity. AID 1030. 220,000 tested, 7.3% active. Purified ALDH1A1, NADH fluorescence, propionaldehyde substrate. P00352. Potency, µM (series often up to 75.3 µM), for the others: at the highest dose activity, negative = inhibition, actives largely listed as inhibitors; active = well fitted inhibition curve with a large enough effect, not every such curve was filed as active; inconclusive = small, poorly fitted or top-dose-only effect, or another doubt; inactive = no such curve, though single readings can be large or run the other way;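 note: plate controls were no enzyme wells and a reference inhibitor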
Target sequence (P00352 whole entry, looked up): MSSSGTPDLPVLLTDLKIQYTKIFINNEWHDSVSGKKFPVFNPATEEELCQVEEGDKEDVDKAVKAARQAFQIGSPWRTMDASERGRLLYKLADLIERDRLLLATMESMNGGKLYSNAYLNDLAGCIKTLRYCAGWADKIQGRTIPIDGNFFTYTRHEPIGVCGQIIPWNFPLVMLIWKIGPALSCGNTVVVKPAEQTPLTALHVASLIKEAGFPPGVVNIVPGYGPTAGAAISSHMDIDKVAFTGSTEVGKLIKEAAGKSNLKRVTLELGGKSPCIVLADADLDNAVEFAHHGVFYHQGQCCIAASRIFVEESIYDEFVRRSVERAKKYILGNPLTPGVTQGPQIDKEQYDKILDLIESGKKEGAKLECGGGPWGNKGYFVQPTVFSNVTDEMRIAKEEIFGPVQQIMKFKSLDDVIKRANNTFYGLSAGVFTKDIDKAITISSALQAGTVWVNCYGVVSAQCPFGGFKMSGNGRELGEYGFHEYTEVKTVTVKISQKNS
Numbers without * were called inactive; ? = inconclusive; . = not tested or not shown; [ ] = dose if it differs, or a comment. Unless noted, calls come from the whole dose curve; as a rule, active = well fitted curve in the direction sought with a large enough effect; inconclusive = small, poorly fitted or top-dose-only effect, or another doubt; inactive = no such curve, though single readings can be large; an effect the other way counts as inactive or inconclusive. Potency is the fitted concentration of half-maximal effect. The list is partial (hit frequency here may not be typical).

SMILES | GAA inhib | GAA glycogen | aGlu spleen mod | Epigenetic reg | Tau fluor counter | aGal spleen mod | NPSR antag | ALDH1A1 block
CCCC(=O)n1nc(-c2ccc(Cl)cc2)nc1SC | 4% | -12% | -13% | -1.1% | -7% | -16% | -2%[46.1 µM] | -14%
CCOC(=O)c1c(C)n(C)c2ccc(OC(=O)c3ccco3)cc12 | 0% | 2% | -8% | 1.4% | -7% | 3% | -6%[46.1 µM] | -8%
Cc1ccc(S(=O)(=O)NC(CC(=O)NCC2CCCO2)c2ccco2)cc1 (configuration not stated) | 4% | 6% | 6% | 0.0% | -2% | 4% | 15%[46.1 µM] | -10%
CCOC(=O)N1CCC(NC(=O)C2CCN(S(=O)(=O)c3cccs3)CC2)CC1 | -5% | 1% | -3% | 2.6% | -1% | 3% | 1%[46.1 µM] | -9%
CCOCCCNC(=O)C(NC(=O)c1ccc2c(c1)OCO2)c1ccc(Cl)cc1 (configuration not stated) | -10% | 23% | 6% | -2.2% | 3% | -3% | 5% | 12%
Cn1c(=NC(=O)COc2ccccc2)sc2ccccc21 | -1% | -4% | . | -1.3% | -8% | -22% | -33% | -6%
O=c1c2ccccc2nnn1COc1ccc(Cl)cc1Br | -7% | -2% | 5% | 1.8% | -17% | -10% | -15% | -2%
Cc1cc(C)n(-c2ccccc2C#N)n1 | . | 5% | 0% | 3.6% | -4% | 0% | -6% | .
Cc1ccc(C)c(NC(=O)c2cc3c([nH]c4ccccc43)c(C)n2)c1 | 0% | 9% | 5% | 1.2% | -8% | 4% | 7%[46.1 µM] | -4%
Cc1ccccc1Cn1ccc(NC(=O)c2nn(C)cc2[N+](=O)[O-])n1 | -6% | -1% | -1% | -3.0% | -1% | -5% | 14% | -1%
Cc1ccc(-c2cccc(C(=O)NCc3ccccc3)n2)c2ccccc12 | 5% | -1% | 1% | -2.4% | -5% | 4% | -52% | -4%
Nc1[nH]n2c(=O)c3c(nc2c1N=Nc1ccc(Cl)cc1)CCCC3 | -8% | 4% | 0% | -1.1% | -9% | 5% | -3%[46.1 µM] | 21%
CCOC(=O)CN1C(=O)C(O)(CC(=O)c2ccccn2)c2ccccc21 (configuration not stated) | -3%[15.4 µM] | 9% | 0% | 0.0% | -1% | -9% | 8%[46.1 µM] | 0.22µM*
C=CCn1c(=O)c2c(nc3n2CCS3)n(C)c1=O | 1% | 2% | 1% | -2.9% | 8% | 3% | -18%[46.1 µM] | 6%
O=c1sc2ccccc2n1Cc1ccccc1 | ? | -6% | 6% | -1.1% | -5% | -1% | -26% | -1%
COc1ccc(/C=N/NC(=O)CCCOc2ccc(Cl)cc2Cl)cc1 | ? | -9% | -3% | 14% | ? | 3% | -2% | ?
COC(=O)c1ccc(/C=C/C(=O)O)cc1 | . | -7% | 0% | 7.1% | 2% | -4% | 3% | .
Cc1ccc2[nH]c(=O)c(C(c3nnnn3C3CCCC3)N3CCCc4ccccc43)cc2c1 (configuration not stated) | ? | 5% | -3% | 0.0% | -27% | 2% | 4%[46.1 µM] | 14µM*
O=C(COc1ccc(S(=O)(=O)N2CCCCC2)cc1)NCc1ccccn1 | -8% | 15% | -6% | 1.5% | -8% | 1% | 17% | -4%
COc1ccc(-n2nc3cc(C)c(NC(=O)C(C)C)cc3n2)cc1 | -1% | 8% | 5% | -4.5% | 3% | 3% | 3%[46.1 µM] | ?

Next section; it opens with the 4 that closed the last part.
SMILES | GAA inhib | GAA glycogen | aGlu spleen mod | Epigenetic reg | Tau fluor counter | aGal spleen mod | NPSR antag | ALDH1A1 block
COC(=O)c1ccc(/C=C/C(=O)O)cc1 | . | -7% | 0% | 7.1% | 2% | -4% | 3% | .
Cc1ccc2[nH]c(=O)c(C(c3nnnn3C3CCCC3)N3CCCc4ccccc43)cc2c1 (configuration not stated) | ? | 5% | -3% | 0.0% | -27% | 2% | 4%[46.1 µM] | 14µM*
O=C(COc1ccc(S(=O)(=O)N2CCCCC2)cc1)NCc1ccccn1 | -8% | 15% | -6% | 1.5% | -8% | 1% | 17% | -4%
COc1ccc(-n2nc3cc(C)c(NC(=O)C(C)C)cc3n2)cc1 | -1% | 8% | 5% | -4.5% | 3% | 3% | 3%[46.1 µM] | ?
CC[n+]1cc(-c2ccccc2)nc(N2CCOCC2)n1 | -1% | 6% | -3% | 0.0% | -12% | 0% | -20%[46.1 µM] | ?
CC1C(c2ccccc2)=[N+]([O-])C2(CCCCC2)N1O (configuration not stated) | -1% | -23% | 5% | -1.2% | -5% | -4% | 1%[46.1 µM] | 1%
O=C(/C=C/c1ccco1)Nc1ccccc1N1CCOCC1 | 1% | -4% | -4% | -2.9% | -2% | 2% | -2% | -15%
COc1ccc([N+](=O)[O-])cc1NC(=O)CSCc1cc(C)cc(C)c1 | -10% | 8% | -2% | -1.1% | ? | 0% | -29% | ?
CNC(=O)c1sccc1SCc1c(Cl)cccc1Cl | -5% | 7% | -2% | 1.0% | -8% | -8% | -20%[46.1 µM] | 0%
O=C(Nc1ccccc1)C1=C[C@H](c2ccc(C(F)(F)F)cc2)C[C@H](OCc2ccc(CO)cc2)O1 | . | -11% | 8% | 1.1% | -25% | 1% | -49% | .
CCCCN(C(=S)NC(=O)c1ccccc1)c1c(N)n(Cc2ccccc2)c(=O)[nH]c1=O | 0% | -28% | -2% | 0.0% | -5% | -5% | -15%[46.1 µM] | ?
Cc1ccc(S(=O)(=O)N(CC(=O)N2CCC(C)CC2)Cc2ccccc2F)cc1 | ? | -1% | 7% | 1.0% | -21% | 1% | ? | ?
COc1ccc(NC(=O)CC2C(=O)N(c3cccc(OC)c3)C(=O)N2Cc2ccco2)cc1 (configuration not stated) | -6% | 5% | 0% | 1.1% | -12% | -2% | -7% | 16µM*
O=C(NCCc1ccccc1)C1CCC(CNc2nc(=S)[nH]c3ccccc23)CC1 (configuration not stated) | 4% | -5% | 1% | 0.9% | 5% | 1% | ? | 10%
O=C(Nn1c(C2CCCCC2)nc2ccccc2c1=O)c1cc(Cl)ccc1[N+](=O)[O-] | 5% | 8% | -2% | -1.8% | -16% | -5% | 5% | -4%
C/C(=N\NC(=O)CNc1ccccc1Cl)C(C)(C)C | 0% | -5% | -7% | 4.7% | -7% | 1% | -6%[46.1 µM] | 0%
CCOC(=O)c1ccc(NC(=O)c2cccc(S(=O)(=O)N3CCOCC3)c2)cc1 | ? | -2% | -4% | -5.8% | ? | -11% | -20%[46.1 µM] | ?
COc1cc(-c2nnc(SCc3ccccc3Cl)o2)cc(OC)c1OC | -9% | 2% | 0% | 0.9% | -15% | 3% | 8%[46.1 µM] | ?
Cc1ccc(CSC2=NCCN2C(=O)C2CC2)cc1 | -9% | 0% | -12% | 0.9% | 9% | -5% | 8%[46.1 µM] | 13%
CN(c1ccccc1)S(=O)(=O)c1ccc(Cl)c(C(=O)OCC(=O)NC2CCS(=O)(=O)C2)c1 (configuration not stated) | 1% | 9% | 3% | -3.2% | 2% | 2% | -10% | 2%
N/C(=N\S(=O)(=O)c1cc(C(F)(F)F)cc(C(F)(F)F)c1)c1ccc(Cl)cc1 | ? | -22% | 8% | 4.3% | -22% | -4% | ? | 14%
Cc1ccc2sc(NNC(=O)C3=COCCO3)nc2c1C | -3% | 6.3µM* | 10% | 0.9% | -13% | 6% | 9% | 9%
Cc1cc(=O)[nH]c(SCc2nnc(-c3ccccc3)o2)n1 | -3% | 2% | 5% | 0.0% | -3% | 6% | -12%[46.1 µM] | -3%
NC(C(=O)O)c1cc(O)c(Cl)c(O)c1 (configuration not stated) | . | . | -1% | 0.0% | 4% | 1% | . | 14%
COC(=O)[C@@]1(Cc2ccc(OC)cc2)[C@H]2c3cc(C(=O)N4CCCC4)n(Cc4cc(C)n(C)n4)c3C[C@H]2CN1C(=O)c1ccccc1 | . | . | 12% | 2.9% | 3% | 9% | . | 3%
COc1ccc(-c2noc(CN(C(=O)c3cccs3)C(C)C)n2)cc1 | -3% | -2% | -8% | 0.0% | 6% | 7% | -13%[46.1 µM] | 2%
COC(=O)c1cc(NC(=O)c2cccnc2)ccc1N1CCOCC1 | 9% | 7% | 11% | 3.0% | 6% | 8% | 3% | 12%
COc1ccc(CN2CCNC(=O)C2CC(=O)O)c(OC)c1 (configuration not stated) | -13% | 0% | -6% | 0.0% | 7% | -4% | 3%[46.1 µM] | ?
O=C(NCCSc1ccccc1)c1ccccc1 | -1% | 7% | -6% | -1.0% | 6% | 2% | -5%[46.1 µM] | -2%
COC(=O)COc1ccc2cccc(-n3cnnn3)c2c1 | -1% | 3% | 4% | 0.0% | -6% | -2% | -1% | ?
Cc1cc(=O)oc2cc(OC(=O)c3nn(C(C)C)c(=O)c4ccccc34)ccc12 | ? | 3% | ? | -3.0% | -2% | ? | -18% | ?
O=C(CCOc1ccccc1)Nc1ccc(S(=O)(=O)N2CCCC2)cc1 | -13% | -14% | -8% | 0.9% | -15% | -3% | -22%[7.67 µM] | 22µM*
COc1ccc(-n2c(=O)/c(=C\c3cccs3)s/c2=C(/C#N)C(=O)N2CCN(C)CC2)cc1 | -11% | 2% | 1% | ? | -10% | -24% | -24% | 7.1µM*
Cc1coc(NC(=O)CSc2nc(-c3ccc(Cl)cc3)cc(C(F)(F)F)c2C#N)n1 | 4% | 9% | -18% | ? | -7% | -7% | ? | 5%
CC(C)c1nc(NCCO)c2nnn(Cc3ccccc3)c2n1 | 7% | -8% | 0% | 12% | -5% | 10% | 4% | -10%
COc1ccc(C(NC(=O)c2ccc(-c3ccccc3)cc2)c2ccccc2)cc1 (configuration not stated) | 1% | 11% | -3% | 1.9% | -5% | 1% | 5%[46.1 µM] | ?
CCc1nc2sc3c(=O)[nH]cnc3c2c2c1CSC(C)(C)C2 | . | 1% | 3% | -0.5% | -14% | -3% | -3% | .
COCC(=O)Nc1cc(Cl)ccc1C | 1% | -21% | 2% | 0.0% | -6% | -2% | 17% | ?
Cn1c(=O)oc2cc(S(=O)(=O)N3CCN(c4cccc(Cl)c4)CC3)ccc21 | -3% | -13% | 4% | ? | 3% | 8% | -5%[46.1 µM] | -2%
O=C(NCc1ccc(F)cc1)c1c2c(nc3ccccc13)CCC2 | 10% | 5% | -2% | -0.8% | -3% | 1% | -12% | -4%
